IDE cell inh: inhibitors of human insulin-degrading enzyme in cells; hit rate 0.41% among 320,000; P14735; HEK cells, FAbetaB cleavage, fluorescence polarization; AID 434962; inhibition, % at 5.59 µM;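 active = percent inhibition above the average of all tested compounds plus 3 SD, set per screening campaign, cut at about 16% in these data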;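 also: IDE supplied by intact live HEK cells; FP after avidin binding of uncleaved biotin substrate so inhibition keeps polarization high; 0% = DMSO wells and 100% = 60 µM reference IDE inhibitor Ii1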
IDE cell activ: IDE (human) activation, cell-based. P14735. HEK cells, FAbeta-B cleavage, fluorescence polarization; 0% vehicle, 100% cell-free pure enzyme wells. activation, % at 5.96 µM. hit rate 0.073% among 340,000;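 active = activation above the mean of all tested compounds plus 3 SD, set per screening campaign, cut at about 17% in these data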
UBC9 SUMO inh: blocks human SUMOylation mediated by UBC9; HTRF SUMOylation assay, SAE1/SAE2 + UBC9, in vitro; P63279; AID 2006; hit rate 0.36% among 290,000; inhibition, % at 35 µM; in the data active = inhibition above about 50%, passing the limit was not always enough; also: strong numbers were not always called active
Target sequence (P63279 whole entry, looked up): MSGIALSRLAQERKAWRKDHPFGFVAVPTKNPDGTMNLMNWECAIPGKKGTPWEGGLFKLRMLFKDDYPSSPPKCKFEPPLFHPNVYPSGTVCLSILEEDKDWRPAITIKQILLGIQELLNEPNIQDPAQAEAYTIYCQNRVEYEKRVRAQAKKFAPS
pCIP destab: lowers stability of the mouse p/CIP coactivator protein | Q05BA5 | F442A p/CIP-EGFP cells, EGFP fluorescence, 16 h | decrease of EGFP signal, % at 10 µM | hit rate 0.01% among 290,000 | AID 1984;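 active = EGFP signal decrease of at least 30% at 10 µM or well 3 SD below plate mean, unless failing retest; inactive = the rest, including hits failing retest or dose response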; also: some compounds called inactive have numbers as strong as hits; many of its hits are not listed in these tables
MEKK2wt PB1 HTS: raises or lowers MEK5 binding to wildtype human MEKK2 PB1 domain; Q9Y2U5; bead flow cytometry, Alexa488-MEK5 binding to MEKK2 WT; actives lie on both sides; binding response (% of control), % at 10 µM; hit rate 1.1% among 290,000; AID 1531; in the data active = binding response below about 67% or above about 130%
M18AAP inhibitor: PfM18AAP enzyme inhibition | recombinant PfM18AAP, H-Glu-NHMec fluorogenic cleavage | inhibition, % at 7.35 µM | hit rate 1.2% among 290,000;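 active = inhibition above the campaign mean inhibition over all tested compounds plus 3 SD, cut at about 28% in these data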;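 also: 0% = plate median of test compound wells and 100% = 2 mM ZnCl2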
MEKK3 PB1 HTS: MEKK3-MEK5 PB1 interaction, increase or decrease; hit rate 1.4% among 290,000; bead-based flow cytometry, Alexa488-MEK5 binding to MEKK3; actives lie on both sides; 0 = blocked by unlabeled MEK5, 100 = vehicle; binding response (% of control), % at 10 µM; Q99759;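 active = binding response more than 3 SD above or below the average of its plate-row segment, actives on both sides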;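 also: Alexa488 bead fluorescence after subtracting the streptavidin-only scavenger bead signal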
Target sequence (Q99759 whole entry, looked up): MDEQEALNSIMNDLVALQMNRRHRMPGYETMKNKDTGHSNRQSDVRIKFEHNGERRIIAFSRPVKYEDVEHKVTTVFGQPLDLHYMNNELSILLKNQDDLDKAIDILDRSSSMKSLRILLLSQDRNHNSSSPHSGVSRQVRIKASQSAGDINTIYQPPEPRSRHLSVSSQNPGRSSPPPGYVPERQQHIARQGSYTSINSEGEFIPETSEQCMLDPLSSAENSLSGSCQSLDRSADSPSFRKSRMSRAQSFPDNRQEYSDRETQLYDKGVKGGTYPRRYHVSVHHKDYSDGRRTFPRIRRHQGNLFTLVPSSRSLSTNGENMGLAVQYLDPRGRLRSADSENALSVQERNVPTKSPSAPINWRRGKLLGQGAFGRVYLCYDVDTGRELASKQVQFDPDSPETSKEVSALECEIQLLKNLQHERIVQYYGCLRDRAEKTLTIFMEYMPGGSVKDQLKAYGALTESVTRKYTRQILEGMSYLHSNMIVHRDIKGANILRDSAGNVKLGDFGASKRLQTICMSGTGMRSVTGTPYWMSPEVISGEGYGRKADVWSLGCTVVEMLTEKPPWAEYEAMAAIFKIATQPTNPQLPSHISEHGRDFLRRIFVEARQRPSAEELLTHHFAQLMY
NALP1 yeast inh: NALP1 inhibition; inhibition, % at 10 µM; S. cerevisiae NALP1/ASC/caspase-1 growth, X-gal OD620, 72 h; hit rate 0.61% among 280,000; in the data active = inhibition mostly above about 24%, no sharp cut-off; inactive = mostly below about 32%; also: some compounds called inactive have numbers as strong as hits
MEKK2mut PB1 HTS: signal of MEK5 binding to mutant human MEKK2 PB1 domain | bead flow cytometry, Alexa488-MEK5 binding to MEKK2 mutant | percent response, % at 10 µM | hit rate 0.35% among 290,000; in the data active = percent response above about 24%, passing the limit was not always enough; also: inactives centre near 1; some results filed as inactive read as strong as hits; reference of the scale not given here
Active calls of the source: *; / = no result given; & = joins results of further samples.

SMILES	IDE cell inh	IDE cell activ	UBC9 SUMO inh	pCIP destab	MEKK2wt PB1 HTS	M18AAP inhibitor	MEKK3 PB1 HTS	NALP1 yeast inh	MEKK2mut PB1 HTS
C/C=C/c1ccc(OCC(O)CN(C)Cc2ccc(SC)cc2)c(OC)c1 (stereo not drawn)	-7	-1	5	2	132	3	105	20	15
Cc1cc(C)cc(NC(=O)c2cc3c(=O)n4ccccc4nc3s2)c1	2	-7	4	-5	96	1	99	-19	0
O=C(C1=C[C@@H](c2ccc(C(F)(F)F)cc2)C[C@@H](OCCCCO)O1)N1CCOCC1	-3	-4	3	-13	102	5	103	-6	3
CC(=O)c1ccc(N2CCN(C(=O)Cc3ccccc3)CC2)c(F)c1	2	-2	-16	2	97	3	94	21	-4
O=C(N/N=C/c1cc2c(cc1Cl)OCO2)c1ccc2c(c1)OCCO2	4	-4	16	-9	98	-18	95	16	-6
O=C(Nc1nnc(SCc2ccc(F)cc2)s1)c1ccccn1	/	-3	-30	-8	95	1	95	-14	-10
O=C(CSc1nnc(-c2ccc(F)cc2)o1)N1CCN(C(=O)c2ccco2)CC1	-2	5	4	-6	102	5	106	-17	2
NCCCC[C@H]1CNC(=S)N1CCc1cccc(F)c1	0	4	1	2	127	0	106	-4	19
Cc1nc(SC(C(=O)c2ccccc2)c2ccccc2)n[nH]1 (stereo not drawn)	-4	1	-8	-11	114	9	110	3	7
O=c1cc(CSc2nnc(COc3cccc4ccccc34)o2)c2ccccc2[nH]1	4	-3	-2	2	91	-15	83	/	-1
O=C(NCC1CCCCC1)c1cccc(-c2ccc(O)cc2)c1	-1	0	-19	-6	99	10	103	15	-4
O=C(O)CC12C[C@H]3C[C@@H](C1)CC(n1ncc(N4CCN(c5ccccc5)CC4)c(Cl)c1=O)(C3)C2	-3	3	-21	6	101	-4	90	6	-1
CN(C)C(=O)c1ccc(NC(=O)COc2ccc([N+](=O)[O-])cc2)cc1	5	1	10	6	100	5	106	1	-4
CCOC(=O)C1CCN(c2c(NC3CCCc4ccccc43)c(=O)c2=O)CC1 (stereo not drawn)	-5	5	20	-10	109	-1	105	12	6
COc1ccc2nc3oc(C(=O)Nc4ccc(OC)c(OC)c4)cc3cc2c1	-1	-2	25	-2	104	6	102	45	2
COc1ccc(/C=N/NC(=O)c2ccccc2NC(=O)c2ccco2)c(OC)c1	9	3	19	1	90	-1	91	/	-7
O=C(Oc1c(CN2CCOCC2)cc(Cl)c2cccnc12)c1ccccc1	-2	11	-18	12	98	10	100	6	-8
Cc1c(NC(=O)c2cc(-c3cccs3)nc3ccccc23)c(=O)n(-c2ccccc2)n1C	-2	5	-13	3	97	1	101	12	0
COCCn1c(C)nnc1SCC(=O)NNC(=O)c1ccc(Br)cc1	/	-5	-1	12	106	0	102	14	1
Cc1cc(Br)ccc1NC(=O)CCS(=O)(=O)c1cccc2nonc12	2	-3	1	-22	95	7	99	-1	0
Cc1cc(Nc2ccc(C)c(F)c2)n2ncnc2n1	-1	-7	24	10	108	3	106	7	3
Cc1ccc(-c2ccc(CCC(=O)O)n2Cc2ccco2)cc1	5	4	26	-9	115	-28	103	-1	5
Cc1cccc(C)c1Nc1nnc(SCc2nc3ccccc3c(=O)[nH]2)s1	6	2	-9	1	89	2	93	12	0
CN(C)S(=O)(=O)c1ccc(-c2csc(N/N=C/c3ccc(O)cc3)n2)cc1	-5	1	0	-6	99	11	103	0	4
O=C(c1ccccc1F)N1CCN(c2cnn(-c3cccc(Cl)c3)c(=O)c2Cl)CC1	5	-1	-12	-10	102	0	104	6	2
CCN(CC)CCCNC(=O)c1sc2nc(-c3ccc(F)cc3)cn2c1C	-1	1	10	7	138*	1	120	9	26
CCOC(=O)N1CCN(C(=O)c2ccc(Oc3ccc([N+](=O)[O-])cc3)cc2)CC1	3	0	22	-15	84	-14	90	16	-8
CCOC(=O)N1CCN(C(=O)CCn2nc(-c3ccc(Cl)cc3)ccc2=O)CC1	4	-1	22	-13	113	-1	110	2	8
COc1cc(C2C(C#N)=C(N)Oc3cc(C)oc(=O)c32)cc2c1OCO2 (stereo not drawn)	2	0	27	-6	96	3	91	14	-2
O=C1NC2(CCCC2)Oc2ccccc21	1	/	0	1	97	-2	101	-3	1
CCc1ccc(OCC(=O)Nc2ccc(S(=O)(=O)Nc3cc(C)on3)cc2)c(Br)c1	5	5	13	6	104	-1	100	-7	3
Cc1cc(NC(=O)COC(=O)COc2ccc3c(c2)CCC3)no1	-2	1	-2	-8	131	-19	132*	1	11
CCOC(=O)C1CCN(C(=O)c2cnn3c(C)cc(C)nc23)CC1	-1	-3	8	8	102	0	102	-15	1
CCOC(=O)N1CCN(C(=O)c2cc(OC)c(OC)c(OC)c2)CC1	-4	5	7	-8	98	-14	97	11	3
C/C(=N\NC(=O)COc1ccc(C)cc1Br)c1cc([N+](=O)[O-])cs1	6	1	32	-5	88	1	96	4	-6
Cc1ccccc1-n1ncc2c(SCC(=O)N3c4ccccc4CC3C)ncnc21 (stereo not drawn)	0	-5	17	0	104	2	106	11	4
CC(=O)N(Cc1ccccc1)c1ccc(C(=O)O)cc1	-1	4	0	-2	102	0	96	18	1
CNC(=O)C12N=CNN=C1N(C)C(=O)N2C (stereo not drawn)	7	7	19	1	85	-3	93	-1	-15
COCc1ccc(CN2CCC(n3nccc3NC(=O)CCOc3ccccc3)CC2)o1	3	-2	-2	-4	101	-1	100	14	-1
O=C(CCS(=O)(=O)c1ccc(Cl)cc1)Nc1nc(-c2cccnc2)cs1	-1	-2	35	-2	109	4	104	-19	5
O=C(CSc1ccccc1)N1CCN(S(=O)(=O)c2ccccc2F)CC1	6	1	4	-15	103	-9	105	16	-1
CSc1nnc(Cc2ccc3c(c2)OCO3)o1	2	0	-22	-5	111	-11	115	-4	6
O=C(Cc1ccccc1)Nc1cc(C(=O)c2ccccc2)ccc1N1CCOCC1	3	2	-3	-1	107	-4	109	9	4
NC(=O)CS(=O)(=O)c1nc2ccccc2n1Cc1ccccc1F	8	-1	3	-8	106	2	108	2	0
CC1=C(C(=O)OCc2ccccc2)C(c2cccs2)N2C(=O)CCSC2=N1 (stereo not drawn)	9	3	-18	2	94	-10	97	-3	-9
CCOc1ccc(N(CC(=O)NC(C(C)C)C(C)C)S(=O)(=O)c2ccc(OC)c(OC)c2)cc1	-5	0	-13	-6	101	-3	103	5	2
COc1ccc(-c2csc(/C(C#N)=C\c3ccc(OC)c([N+](=O)[O-])c3)n2)cc1	1	4	35	-9	97	-7	98	-4	-1
CC1Cc2nc(SCC(=O)N3CCN(c4ccccc4)CC3)n(C)c(=O)c2S1 (stereo not drawn)	7	-2	0	-12	103	-13	104	44	5
Cc1cccc(N2CCN(C(=O)C3CCN(c4nnc(-n5cccc5)s4)CC3)CC2C)c1 (stereo not drawn)	-1	-5	-1	4	94	-6	97	21	0
NNC(=O)c1cc(Cl)ccc1Cl	-2	-1	3	-3	105	-2	109	10	2
CC1=C/C(=N\N=C2\NC(=O)C(CC(=O)Nc3ccccc3F)S2)CC(C)(C)C1 (stereo not drawn)	3	6	-3	-15	102	0	91	7	0
CC(=O)c1ccccc1OCc1ccc(S(=O)(=O)Cc2ccccc2)cc1	1	0	20	-23	101	3	102	5	3
NC(=O)c1ccccc1NC(=O)Nc1cccc(Cl)c1Cl	6	-1	15	-18	96	-4	98	15	-1
COc1ccc(N(Cc2ccccc2)S(=O)(=O)c2cccc(C(=O)NC3=NCCS3)c2)cc1	-6	6	-16	-8	104	-2	104	-5	3
COc1cccc(N2CCN(C(=S)NCc3ccco3)CC2)c1	-5	6	-2	-14	95	14	97	-7	-5
O=c1c2ccccc2c(/C=N/c2ncn[nH]2)c(O)n1Cc1ccccc1	-1	4&-5	17	-14	90	54*	83	2	-5
NCCCCCC(=O)N/N=C/c1coc2ccccc2c1=O	-2	-1	22	-6	102	20	102	/	5
COc1cc(NC(=O)c2ccc3c(SCC(=O)O)c4c(nc3c2)CCCC4)cc(OC)c1OC	4	7	-1	-4	96	5	100	-12	-3
O=C(Nc1cccc(F)c1)c1cccnc1	/	4	-1	-5	93	1	95	-8	2
CCCCC1(C(=O)OC)NC(c2ccc(O)cc2)C2C(=O)N(c3ccccc3)C(=O)C21 (stereo not drawn)	-4	0	-6	2	108	3	108	11	1
Cc1ccc(N(C)C(=O)C2CCCN2S(=O)(=O)c2cccc3nsnc23)cc1 (stereo not drawn)	1	-5	8	-15	97	-6	100	/	7

Sorted by heavy-atom count (rising): part of the list above
SMILES	IDE cell inh	IDE cell activ	UBC9 SUMO inh	pCIP destab	MEKK2wt PB1 HTS	M18AAP inhibitor	MEKK3 PB1 HTS	NALP1 yeast inh	MEKK2mut PB1 HTS
NNC(=O)c1cc(Cl)ccc1Cl	-2	-1	3	-3	105	-2	109	10	2
O=C(Nc1cccc(F)c1)c1cccnc1	/	4	-1	-5	93	1	95	-8	2
NC(=O)c1ccccc1NC(=O)Nc1cccc(Cl)c1Cl	6	-1	15	-18	96	-4	98	15	-1
NCCCCCC(=O)N/N=C/c1coc2ccccc2c1=O	-2	-1	22	-6	102	20	102	/	5
COc1cccc(N2CCN(C(=S)NCc3ccco3)CC2)c1	-5	6	-2	-14	95	14	97	-7	-5
O=c1c2ccccc2c(/C=N/c2ncn[nH]2)c(O)n1Cc1ccccc1	-1	4&-5	17	-14	90	54*	83	2	-5
CC(=O)c1ccccc1OCc1ccc(S(=O)(=O)Cc2ccccc2)cc1	1	0	20	-23	101	3	102	5	3
CC1Cc2nc(SCC(=O)N3CCN(c4ccccc4)CC3)n(C)c(=O)c2S1 (stereo not drawn)	7	-2	0	-12	103	-13	104	44	5
CCCCC1(C(=O)OC)NC(c2ccc(O)cc2)C2C(=O)N(c3ccccc3)C(=O)C21 (stereo not drawn)	-4	0	-6	2	108	3	108	11	1
Cc1cccc(N2CCN(C(=O)C3CCN(c4nnc(-n5cccc5)s4)CC3)CC2C)c1 (stereo not drawn)	-1	-5	-1	4	94	-6	97	21	0
COc1ccc(N(Cc2ccccc2)S(=O)(=O)c2cccc(C(=O)NC3=NCCS3)c2)cc1	-6	6	-16	-8	104	-2	104	-5	3
COc1cc(NC(=O)c2ccc3c(SCC(=O)O)c4c(nc3c2)CCCC4)cc(OC)c1OC	4	7	-1	-4	96	5	100	-12	-3

Two records picked at random from those above, as already listed:
SMILES	IDE cell inh	IDE cell activ	UBC9 SUMO inh	pCIP destab	MEKK2wt PB1 HTS	M18AAP inhibitor	MEKK3 PB1 HTS	NALP1 yeast inh	MEKK2mut PB1 HTS
O=c1c2ccccc2c(/C=N/c2ncn[nH]2)c(O)n1Cc1ccccc1	-1	4&-5	17	-14	90	54*	83	2	-5
Cc1cc(Br)ccc1NC(=O)CCS(=O)(=O)c1cccc2nonc12	2	-3	1	-22	95	7	99	-1	0

Not all compounds are listed, so the mix of outcomes need not match the whole.
